Screening data: PubChem, NCI
NCI-60 one-dose screen, 48 h, at 10 µM unless noted. Numbers give growth in % (100 = growth as untreated, 0 = no growth, -100 = all killed).
NCI-H322M = NCI-H322M lung cancer; actives 2.7% (n = 80,000); AID 1794733
IGROV1 = IGROV1 ovarian cancer. actives 4.7% (n = 79,000)
COLO 205 = COLO 205 colon cancer. actives 7.3% (n = 79,000)
NCI-H522 = NCI-H522 lung cancer. actives 8% (n = 78,000)
NCI-H226 = NCI-H226 lung cancer; actives 3.5% (n = 79,000); AID 1794732
NCI-H460 = NCI-H460 lung cancer; actives 6.8% (n = 82,000)
NCI-H23 = NCI-H23 lung cancer. AID 1794731. actives 4% (n = 80,000)
KM12 = KM12 colon cancer cells. actives 5% (n = 82,000)
NCI/ADR-RES = NCI/ADR-RES ovarian cells. actives 4.4% (n = 81,000)
Starred values were filed as active, the others as inactive; nt = no result given; & = joins results of further samples. The calls were made as follows: active = growth percent below 10; inactive = the rest.

molecule	NCI-H322M	NCI-H460	NCI/ADR-RES	IGROV1	NCI-H226	NCI-H23	KM12	COLO 205	NCI-H522
COc1ccc(CCNC(=O)C(=O)[C@H](Cc2ccccc2)NC(=O)c2oc3cc(O)ccc3c(=O)c2C)cc1	89	101	100	92	96	96	91	115	81
Nc1ccccc1Br	101	104	110	105	99	98	109	104	99
CCOC(=O)/C(C#N)=C/c1ccc(Br)cc1	106	107	107	106	99	100	104	nt	93
O[C@H]1[C@H](c2c[nH]c3ccccc23)c2c([nH]c3ccccc23)[C@@H](c2c[nH]c3ccccc23)[C@@H]1O	85	100	92	73	88	75	89	99	81
CCOC(=O)c1ccc2c(c1)[n+](=O)c(C(C)=O)c(C)n2[O-]	108	88	91	70	98	96	91	113	78
Cc1ccc(Nc2nn3c(=O)c4cc(Cl)ccc4nc3s2)cc1	72	107	109	102	96	100	109	105	76
COc1ccc(Nc2nnc(-c3ccc(Cl)cc3)o2)cc1	85	74	75	73	80	73	75	63	75
CNCCNc1nc2ccccc2c2c(=O)c3cc(F)ccc3sc12	42	-66*	62	38	nt	91	-34*	nt	34
Nc1nc(N)c(N=O)c(=O)[nH]1	133	104	97	115	115	95	110	105	66
COC(=O)[C@]12CC[C@@H](C)[C@H](C)[C@@H]1C1=CC[C@@H]3[C@@]4(C)C(C=O)=C[C@@](C)(COS(C)(=O)=O)C4=CC[C@@]3(C)[C@]1(C)CC2	12	-74*	-25*	-24*	-57*	-46*	-73*	-40*	-75*
CC(N)CCCO (stereo not drawn)	105	109	103	110	105	96	103	114	86
Cc1cn(C2CCCCC2)c(=O)n(-c2ccccc2)c1=O	125	107	121	127	109	109	112	146	120
O=C1c2cc(O)cc(O)c2[C@H](c2ccc(O)cc2)[C@H]1c1cc(O)cc(O)c1	97	106	101	97	103	98	101	111	93
COc1ccc(-c2cc(/C=C/C(=O)c3ccc(OC)c(OC)c3)[nH]n2)cc1	26	-71*	-0.4*	61	51	33	-80*	25	1.5*
CCOC(=O)NC1=NCC(C)(C)S1	101	101	103	111	97	102	101	117	87
CC[C@]1(C#N)C(=O)C[C@H]2[C@H]1N(C(c1ccccc1)c1ccccc1)C(=O)C(=O)N2c1cccc(C2(C)OCC(C)(C)CO2)c1	97	102	101	105	106	101	106	124	92
C[C@H]1O[C@@H](c2ccc3c(c2O)C(=O)C2=C(C3=O)[C@@]3(O)C(=O)C[C@](C)(O)C[C@@]3(O)C=C2)C[C@@H](O)[C@@H]1O	110	99	99	92	97	93	101	62	79
Nc1nn2cc(-c3ccc(Cl)s3)nc2c2ccccc12	97	87	87	45	95	102	79	95	78
CC1=NNC(=O)[C@@H]1C1c2ccccc2Oc2c1c(=O)n(C)c(=O)n2C (stereo partly drawn)	99	104	100	108	107	95	104	105	95
CCCCNC(=O)Oc1ccc(/C(=C(\C)c2ccccc2)c2ccc(OCCCN(C)C)cc2)cc1	85	86	84	95	94	80	77	66	85
CCOC(=O)C1=C(N)Oc2c(sc3c(CC)cccc23)C1c1ccc(F)cc1 (stereo not drawn)	67	17	32	29	50	47	24	51	26
CC(C)c1nc(N(C)S(C)(=O)=O)nc(-c2ccc(F)cc2)c1/C=C/[C@@H](O)C[C@@H](O)CC(=O)O	94	118	104	105	105	109	96	105	70
ClCc1ccc(-c2ccc(CCl)cc2)cc1	103	48	102	86	92	96	92	94	65
CNCc1ccc(CNC)[nH]1	102	106	120	114	95	104	111	130	84
O=c1nc2c(-c3ccccc3)n[nH]n2c2sc3c(c12)CCCC3	102	105	96	106	90	89	99	105	84
CCCCCCOc1cccc(/C=C2\N=C3SCCCN3C2=O)c1	88	103	91	100	92	92	91	99	68
Cc1ccc(NC(=O)c2ccc(Cl)cc2)c(Br)c1	100	103	94	110	106	90	94	111	102
CCOC(=O)C1=C(C)NC(C)=C(C(=O)OCC)C1C	104	103	111	111	100	113	113	102	108
COc1ccc(-c2nc(Nc3nc4ccccc4[nH]3)nc(N)c2C#N)cc1	111	109	103	59	85	100	108	81	92
COC(=O)C1=C(C)NC(C)=C(C(=O)OCc2ccccc2)C1c1cccc(C#N)c1 (stereo not drawn)	95	36	75	63	68	92	60	56	76

Some of the entries above in a different format:
> CC[C@]1(C#N)C(=O)C[C@H]2[C@H]1N(C(c1ccccc1)c1ccccc1)C(=O)C(=O)N2c1cccc(C2(C)OCC(C)(C)CO2)c1
  NCI-H322M: 97
  NCI-H460: 102
  NCI/ADR-RES: 101
  IGROV1: 105
  NCI-H226: 106
  NCI-H23: 101
  KM12: 106
  COLO 205: 124
  NCI-H522: 92

> C[C@H]1O[C@@H](c2ccc3c(c2O)C(=O)C2=C(C3=O)[C@@]3(O)C(=O)C[C@](C)(O)C[C@@]3(O)C=C2)C[C@@H](O)[C@@H]1O
  NCI-H322M: 110
  NCI-H460: 99
  NCI/ADR-RES: 99
  IGROV1: 92
  NCI-H226: 97
  NCI-H23: 93
  KM12: 101
  COLO 205: 62
  NCI-H522: 79

More results.
molecule	NCI-H322M	NCI-H460	NCI/ADR-RES	IGROV1	NCI-H226	NCI-H23	KM12	COLO 205	NCI-H522
N#Cc1ncc(-c2cc(F)ccc2F)c(NC2CCCCCC2)n1	74	48	91	86	93	90	36	100	68
CC(=O)Oc1cccc(C2c3cccn3-c3ccccc3N2C(C)=O)c1O (stereo not drawn)	94	94	91	39	99	88	84	106	60
COc1ccc2nc(-c3ccc(OC)c(OC)c3)cc(-c3nnc(SCC(=O)Nc4ccc(C(C)=O)cc4)o3)c2c1	103	105	108	113	97	104	102	116	88
CN(C)C(=O)c1ccccc1C(=O)O	106	104	99	102	111	99	110	105	93
CC(=O)OCCCC1CO1 (stereo not drawn)	106	102	109	104	104	109	109	108	99
O=C(O)COc1nc(-c2ccco2)cc(-c2ccc(Cl)cc2Cl)n1	nt	95	92	94	88	82	97	113	89
CC(=O)Oc1cccc2c1C(=O)c1c(OC(C)=O)cc(C(=O)O)cc1C2=O	98	110	102	105	103	104	104	112	103
COc1cc([C@@H]2c3cc4c(cc3[C@H](O)[C@@H](CO)[C@@H]2C(=O)O)OCO4)cc(OC)c1OC	103	105	99	95	100	101	97	100	81
CC1=NN(c2ccccc2)C(=O)/C1=C\c1ccccc1	94	109	106	104	nt	100	102	105	87
COc1ccccc1-n1cc(C#N)c(N)c1C(=O)c1ccc(C)cc1	91	101	60	85	98	89	60	96	64
Cn1c(=O)c2[nH]c(/C=C/c3ccc4c(c3)OCO4)nc2n(C)c1=O	127	104	95	103	94	97	110	108	110
CCOC(=O)COc1ccc(OC)cc1	105	105	106	111	101	105	102	117	85
CCCNC(C)C(=O)Nc1ccccc1C (stereo not drawn)	111	112	107	105	104	102	103	100	103
Cn1c(=O)c2c(ncn2CN2CCCCC2)n(C)c1=O	100	108	107	114	97	101	93	105	75
Cc1ccc(-c2nc(C#N)c(N3CCN(S(=O)(=O)c4ccc(Cl)cc4)CC3)o2)cc1	95	102	99	105	105	105	100	112	90
CC(=O)N(Cc1ccccc1)c1nc2c([nH]c3ccccc32)s1	104	101	100	105	88	100	99	113	86
C[C@H](CSC(=O)c1ccccc1)C(=O)N1c2ccccc2C[C@H]1C(=O)O	85	114	97	80	88	97	101	91	70
CNC(=O)c1ccc2cc(OC)c(OC)cc2c1	101	104	109	116	108	107	117	122	112
CCN1c2nc3ccccc3nc2SC1Nc1ccccc1 (stereo not drawn)	94	105	102	100	nt	98	99	nt	96
COC(=O)c1cc(NC(=O)c2cc([N+](=O)[O-])cn2C)c2cccc(C(=O)OC)c2c1	102	103	88	113	76	89	103	102	69
O=C1Nc2c(C(=O)O)cccc2/C1=N/c1n[nH]c(=S)s1	96	93	101	83	86	88	75	118	81
CC1(C)CC(=O)C2=C(C1)N(Cc1ccc(C(=O)O)cc1)C1=C(C(=O)CC(C)(C)C1)C2c1ccc(F)cc1	97	109	101	103	109	nt	108	118	88
O=S(=O)(O)c1ccc(O)c(N=Nc2ccc(O)cc2O)c1	97	94	106	112	102	105	132	114	95
O=C1CC(c2ccccc2Cl)c2cnn(Cc3ccc4c(c3)OCO4)c2N1 (stereo not drawn)	97	101	104	95	82	98	96	nt	66
C=C1CCc2nc(SCC(=O)O)ccc2N1	105	102	99	104	99	96	102	107	97
CCNC(=O)N1CCc2c(Br)c3c(c(OC)c2C1Cc1ccc(OC)cc1)OCO3 (stereo not drawn)	53	15	4.2*	36	71	61	22	3.1*	26
COc1cccc(C2SCC(=O)N2NC(=O)c2ccc(C)nc2)c1 (stereo not drawn)	102	102	105	68	94	98	107	109	106
CCC(C)NCCCCCNc1cc(OC)cc2cccnc12 (stereo not drawn)	107	105	95	114	107	104	114	88	93
Brc1cc(Br)c(N=Nc2c(Br)cc(Br)cc2Br)c(Br)c1	83	102	100	100	99	97	104	105	97
c1ccc2c(c1)Cc1ccccc1O2	95	109	103	102	98	102	108	114	83
Cc1ccc(-c2cc3nc(C(Cl)Cl)nc(-c4ccc(S(=O)(=O)N(C)C)cc4)n3n2)cc1	107	94	79	95	88	91	86	98	90
CC1Cc2c(cccc2-n2cnc3ccccc32)N(C)C12C=CC(=O)C=C2 (stereo not drawn)	99	113	98	nt	96	96	95	109	94
CCN(C(=O)CN1CCN(c2cc(=O)[nH]c3ccc(F)cc23)CC1)c1ccccc1	99	103	99	87	98	104	97	112	90
N=C(N)c1ccc(-c2ccc(-c3ccc(Cl)cc3Cl)s2)cc1	14	-66*	78	-38*	78	57	-87*	-32*	-29*
CCCCCCCCCCCCCCCC[n+]1cccc(C#N)c1	83	72	96	69	80	77	44	32	55
CC1=C(C#N)C(C)(C)C(C#N)=C(C)N1	109	106	nt	121	105	102	103	115	104
Cc1cc(=O)oc2cc(OCCOc3ccc(/C=C/C(=O)Nc4ccc(F)c(Cl)c4)cc3)ccc12	98	101	96	99	99	nt	nt	108	94
O=C1/C(=C/c2ccccc2)Oc2ccc(O)c(I)c21	95	103	99	68	75	96	99	120	84
CCN(CCO)C(C(=O)c1ccc(OC)cc1)c1ccc(OC)cc1 (stereo not drawn)	87	107	103	98	100	112	103	102	83
CN1C(=O)/C(=C2\SC(=Nc3ccccc3)N(Nc3ccccc3)C2=O)c2ccccc21	95	101	102	80	94	94	103	112	94
CCOC(=O)c1c2c(c(C)n1Cc1ccccc1)-c1nn(Cc3ccccc3)cc1CC2	100	76	nt	56	88	75	76	nt	88
Cc1cc(=O)[nH][nH]c1=O	94&100	111&103	105&94	179&95	104&100	98&96	111&109	112&134	93&90
COC(=O)c1c(NC(=O)CSc2nnnn2-c2ccc(OC)cc2)sc(C)c1C	100	106	84	nt	79	77	99	105	91
CNC(C)[C@@H]1CC[C@@H](N)[C@@H](OC2[C@@H](N)C[C@@H](N)[C@H](OC3OC[C@](C)(O)[C@H](NC)[C@H]3O)[C@H]2O)O1 (stereo partly drawn)	117	104	95	112	92	106	111	119	111
COc1ccc(/C(C)=C(\c2ccc(OCCN3CCOCC3)cc2)c2ccc(OC(=O)c3ccccc3)cc2)cc1	102	100	92	102	102	89	101	103	85
CCOC(=O)N1CCN(CCCCOc2ccc(C(C)(C)CC)cc2)CC1	113	105	88	110	89	89	96	105	78
CCCCCCCCCC(=O)Oc1ccc(/C(=C(/CC)Cc2ccccc2)c2ccc(OCCN3CCCC3)cc2)cc1	90	101	90	96	96	95	98	95	74
CCCC1=CCCC1	99	106	98	nt	98	94	99	107	90
O=C(Nc1cccc(-n2cc(-c3ccncc3)c(-c3ccc(Cl)c(O)c3)n2)c1)c1ccc(N2CCOCC2)c(C(F)(F)F)c1	82	5.8*	44	97	107	61	31	96	40
COc1ccc2c(c1)c(CC(=O)O)c(C)n2C(=O)c1ccc(Cl)cc1	90	101	98	99	95	93	99	128	97
Nc1nc(CSc2n[nH]c(N)n2)nc(Nc2ccccc2F)n1	103	106	101	99	109	98	108	118	98
Brc1ccccc1/C=N/Nc1nc(N/N=C/c2ccccc2Br)nc(N2CCCCC2)n1	96	99	102	98	89	95	98	105	94
N#CCCC(=O)c1ccccc1	102	108	106	nt	99	97	104	116	106
Cc1ccc(-c2nc(/C=C3/C(=O)Nc4ccc(F)cc43)c3ccccn23)cc1	92	36	85	55	95	77	82	82	63
O=[N+]([O-])c1ccc(CS(=O)c2ccccc2)cc1 (stereo not drawn)	nt	107	101	110	105	105	95	112	99
O=c1[nH]c(CNc2ccc(F)cc2)nn1Cc1ccccc1F	99	108	99	106	99	97	100	114	91
O=C(Nc1ccccc1F)c1ccccc1	100	105	105	111	102	106	102	113	99

In the list so far, these have a COOH group.
molecule	NCI-H322M	NCI-H460	NCI/ADR-RES	IGROV1	NCI-H226	NCI-H23	KM12	COLO 205	NCI-H522
CC(C)c1nc(N(C)S(C)(=O)=O)nc(-c2ccc(F)cc2)c1/C=C/[C@@H](O)C[C@@H](O)CC(=O)O	94	118	104	105	105	109	96	105	70
CN(C)C(=O)c1ccccc1C(=O)O	106	104	99	102	111	99	110	105	93
O=C(O)COc1nc(-c2ccco2)cc(-c2ccc(Cl)cc2Cl)n1	nt	95	92	94	88	82	97	113	89
CC(=O)Oc1cccc2c1C(=O)c1c(OC(C)=O)cc(C(=O)O)cc1C2=O	98	110	102	105	103	104	104	112	103
COc1cc([C@@H]2c3cc4c(cc3[C@H](O)[C@@H](CO)[C@@H]2C(=O)O)OCO4)cc(OC)c1OC	103	105	99	95	100	101	97	100	81
C[C@H](CSC(=O)c1ccccc1)C(=O)N1c2ccccc2C[C@H]1C(=O)O	85	114	97	80	88	97	101	91	70
O=C1Nc2c(C(=O)O)cccc2/C1=N/c1n[nH]c(=S)s1	96	93	101	83	86	88	75	118	81
CC1(C)CC(=O)C2=C(C1)N(Cc1ccc(C(=O)O)cc1)C1=C(C(=O)CC(C)(C)C1)C2c1ccc(F)cc1	97	109	101	103	109	nt	108	118	88
C=C1CCc2nc(SCC(=O)O)ccc2N1	105	102	99	104	99	96	102	107	97
COc1ccc2c(c1)c(CC(=O)O)c(C)n2C(=O)c1ccc(Cl)cc1	90	101	98	99	95	93	99	128	97

Rows were taken by chance; overall some 12% were active at least once.
